Autofluor Jurkat = compound autofluorescence on Jurkat cells, primary screen, artefact control for VLA-4 allosteric ligand project, cell-based, flow cytometry; fluorescence ratio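 (tested at 10 µM compound in the well)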; AID 576, 2007; stronger effect = higher value; 1 = vehicle-only cell background; 24,000 compounds, 0.61% hits;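 active = fluorescence ratio above 2.44, which is 1 plus 3 SD of all ratios; inconclusive = signal too bright to measure linearly, ratio around 10 or more; inactive = fluorescence ratio below 2.44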;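 also: green fluorescence of cells measured with 488 nm excitation and 530 nm emission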
VLA-4 allo ag = enhancers of LDV-FITC binding to VLA-4 integrin, primary screen, Jurkat cells, flow cytometry; 24,000 tested, under 10 active; AID 528, 2006; activation, % at 10 µM (by protocol); Integrin alpha-4 (Homo sapiens), P13612;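 active = fluorescent ligand binding to cells raised by more than 40% of the manganese-induced maximum; inconclusive = compound's own fluorescence above 85% of the ligand control signal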;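 also: 0% = ligand binding without compound and 100% = manganese-stimulated maximal binding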
Target sequence (P13612 whole entry, looked up): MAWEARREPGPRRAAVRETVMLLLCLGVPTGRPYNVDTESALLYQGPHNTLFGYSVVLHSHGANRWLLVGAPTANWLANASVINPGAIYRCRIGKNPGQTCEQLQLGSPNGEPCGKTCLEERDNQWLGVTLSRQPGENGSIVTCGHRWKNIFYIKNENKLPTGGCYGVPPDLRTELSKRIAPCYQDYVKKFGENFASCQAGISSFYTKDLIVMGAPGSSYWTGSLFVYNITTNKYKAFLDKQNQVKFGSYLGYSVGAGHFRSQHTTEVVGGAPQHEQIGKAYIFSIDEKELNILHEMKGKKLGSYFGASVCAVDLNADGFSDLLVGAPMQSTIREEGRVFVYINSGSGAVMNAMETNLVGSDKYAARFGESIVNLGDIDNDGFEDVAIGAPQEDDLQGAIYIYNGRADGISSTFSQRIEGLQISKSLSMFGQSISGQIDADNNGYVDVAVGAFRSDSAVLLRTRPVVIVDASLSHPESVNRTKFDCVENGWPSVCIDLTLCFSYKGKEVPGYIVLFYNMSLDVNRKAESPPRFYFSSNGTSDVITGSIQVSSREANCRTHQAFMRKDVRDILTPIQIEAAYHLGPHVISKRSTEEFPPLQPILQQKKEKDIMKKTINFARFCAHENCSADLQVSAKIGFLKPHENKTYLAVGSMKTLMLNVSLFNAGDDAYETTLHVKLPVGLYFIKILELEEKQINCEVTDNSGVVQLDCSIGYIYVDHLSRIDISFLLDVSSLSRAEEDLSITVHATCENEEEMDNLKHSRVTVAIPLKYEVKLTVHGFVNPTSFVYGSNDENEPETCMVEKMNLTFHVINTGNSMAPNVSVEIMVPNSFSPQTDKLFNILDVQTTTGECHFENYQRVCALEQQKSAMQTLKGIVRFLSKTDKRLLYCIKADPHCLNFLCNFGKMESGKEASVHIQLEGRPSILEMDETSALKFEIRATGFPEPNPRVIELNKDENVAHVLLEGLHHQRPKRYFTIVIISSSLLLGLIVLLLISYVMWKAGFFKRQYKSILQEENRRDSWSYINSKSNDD
VLA-4 antagonist = inhibitors of LDV-FITC binding to Mn2+-activated VLA-4, primary screen, Jurkat cells | Integrin alpha-4 (Homo sapiens), P13612 | LDV-FITC binding with Mn2+, flow cytometry; 100% = Mn2+-driven binding gain fully reversed | inhibition, % at 10 µM (by protocol) | 24,000 compounds, 0.2% hits | AID 529, 2006;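 active = inhibition above 50%; inconclusive = compound itself fluorescent, judged against control cell fluorescence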;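 also: 0% = Mn2+ stimulated cells lacking compound and 100% = ligand binding without Mn2+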
LNCaP diff act = activators of LNCaP prostate cell differentiation, primary screen, flow cytometry side scatter; side scatter shift, % at 10 µM; 4 d; 24,000 compounds, 0.56% hits; AID 795, 2007;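 active = side scatter shift above 30%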;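 also: androgen-responsive LNCaP prostate cancer cells in charcoal-stripped serum medium; percent of cells past a gate set so DMSO wells show 10% shift; higher shift means more granular cells and more differentiation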
* hit, by the source's call; ? = inconclusive. Only part of the results is shown (hit frequency here may not be typical).

The first 4 compounds (preview)
SMILES | Autofluor Jurkat | VLA-4 allo ag | VLA-4 antagonist | LNCaP diff act
CCOc1ccc2c(c1)n(CO)c(=S)n2CO | 1 | 0 | -3 | 8
Cc1ccc(S(=O)(=O)c2n[nH]n3c2nc(=O)c2ccccc23)cc1 | 1.1 | -3 | -19 | 11
CC1CCc2cc(F)cc3c(=O)c(C(=O)O)cn1c23 (stereo unspecified) | 1 | 0 | -5 | 3
COc1cccc(NC(=O)COC(=O)c2cccnc2)c1 | 1.1 | -8 | -5 | 11

Main list, from the first entry:
SMILES | Autofluor Jurkat | VLA-4 allo ag | VLA-4 antagonist | LNCaP diff act
CCOc1ccc2c(c1)n(CO)c(=S)n2CO | 1 | 0 | -3 | 8
Cc1ccc(S(=O)(=O)c2n[nH]n3c2nc(=O)c2ccccc23)cc1 | 1.1 | -3 | -19 | 11
CC1CCc2cc(F)cc3c(=O)c(C(=O)O)cn1c23 (stereo unspecified) | 1 | 0 | -5 | 3
COc1cccc(NC(=O)COC(=O)c2cccnc2)c1 | 1.1 | -8 | -5 | 11
Cc1nc2cc(NC(=O)N3c4ccccc4CC3C)ccc2o1 (stereo unspecified) | 1.1 | 0 | 2 | 12
COc1ccc(C2=NO[C@@H]3C(=O)N(c4ccc5c(c4)OCCO5)C(=O)[C@H]23)cc1OC | 1.1 | 0 | 10 | 17
CCc1nnc(NC(=O)c2ccc(S(=O)(=O)N(CC(C)C)CC(C)C)cc2)o1 | 1 | -1 | -7 | 5
CN1C(=O)CC(N2CCN(C(=O)CN3CCCC3)CC2)C1=O (stereo unspecified) | 1 | 2 | 7 | 6
COc1ccc(-c2nc(CSCC(=O)NCc3ccco3)c(C)o2)cc1 | 1 | -5 | 36 | 11
CCCOc1ccc(N2CC(C(=O)Nc3ccc4c(c3)OCO4)CC2=O)cc1 (stereo unspecified) | 1 | 3 | -14 | 5
CCOC(=O)c1ccc(NC(=O)C2CCCN(S(=O)(=O)c3cnc[nH]3)C2)cc1 (stereo unspecified) | 1 | -3 | 4 | 12
Cc1nn2c(=O)cc(CSc3nc4ccccc4[nH]3)nc2s1 | 0.98 | 4 | -3 | 5
O=C(O)CC(c1ccc(Cl)cc1)N1C(=O)CCC1=O (stereo unspecified) | 1.1 | 1 | 1 | 7
CN(C)/C=N/c1ncnc2c1cnn2-c1ccc(C(F)(F)F)cn1 | 1 | 4 | -17 | 9
COc1ccccc1N1CCN(C(=O)c2cc3c(=O)n(C)c4ccccc4c3n2C)CC1 | 1.3 | -8 | 27 | 4
COc1cc(NC(=O)c2cc(-c3cccs3)on2)cc(OC)c1OC | 1 | -2 | -4 | 17
CCN1CCN(C(=O)C2CCN(S(=O)(=O)c3cccc4cccnc34)CC2)CC1 | 1.1 | -2 | 6 | 8
CCOC(=O)N1CCN(C(=O)CSc2ncnc3ccccc23)CC1 | 1 | 4 | -13 | 5
O=C(c1cccn2c(=O)c3cc(Br)ccc3nc12)N1CCN(c2ccccn2)CC1 | 1 | 0 | -3 | 8
COc1ccc(NC(=O)CSc2nnc(CNC(=O)c3ccco3)n2-c2ccccc2OC)cc1 | 0.95 | 4 | -9 | 7
O=C(CN1CCCC(O)C1)N1c2ccccc2Sc2ccc(C(F)(F)F)cc21 (stereo unspecified) | 0.94 | 4 | -2 | 8
CCOC(=O)C1=C(CS(=O)(=O)c2ccccc2)NC(=O)NC1c1ccccc1OCC (stereo unspecified) | 1.1 | -8 | -10 | 4
Nc1c(C(=O)NCc2ccco2)nnn1Cc1ccccc1 | 0.98 | 5 | -12 | 4
Cc1ccc(-c2nc(C3CCCN(S(=O)(=O)c4ccc(C)cc4)C3)no2)cc1 (stereo unspecified) | 1 | -14 | 29 | 7
COc1ccc(OC)c(S(=O)(=O)N2CCCCC2C(=O)N2CCN(c3ccccn3)CC2)c1 (stereo unspecified) | 1.1 | -1 | 0 | 5

Pulled by compound from the list above, four records:
SMILES | Autofluor Jurkat | VLA-4 allo ag | VLA-4 antagonist | LNCaP diff act
Nc1c(C(=O)NCc2ccco2)nnn1Cc1ccccc1 | 0.98 | 5 | -12 | 4
COc1ccc(C2=NO[C@@H]3C(=O)N(c4ccc5c(c4)OCCO5)C(=O)[C@H]23)cc1OC | 1.1 | 0 | 10 | 17
CC1CCc2cc(F)cc3c(=O)c(C(=O)O)cn1c23 (stereo unspecified) | 1 | 0 | -5 | 3
COc1cccc(NC(=O)COC(=O)c2cccnc2)c1 | 1.1 | -8 | -5 | 11

The list goes on:
SMILES | Autofluor Jurkat | VLA-4 allo ag | VLA-4 antagonist | LNCaP diff act
COc1cccc(/C=C/c2ccncc2)c1OC | 0.92 | 4 | -12 | 26
Cc1ccc(CNC(=O)C2CC(=O)OC23CCCC3)c(C)c1 (stereo unspecified) | 0.97 | -3 | 0 | 15
O=C(c1ccccc1)c1cccn1CC(=O)N1CCN(c2ccccc2)CC1 | 1 | -7 | 10 | 3
CC(=O)c1c(C)[nH]c(C(=O)NCCc2cccc(C)c2)c1C | 1.1 | -2 | 4 | 13
CCN(CC)S(=O)(=O)c1ccc2c(c1)c(=O)c(C(=O)N1CCN(c3ccccc3)CC1)cn2C | 0.96 | 6 | 1 | 11
Cc1nc(NC2=NCN(CCN3CCOCC3)CN2)nc2c(C)cccc12 | 1.1 | 2 | -6 | 3
CCOC(=O)c1sc2nc(NC(=O)C3CCCCC3)sc2c1C | 1.1 | 1 | -8 | 3
CC1=C(C(=O)OCC(C)C)C(c2cccc(F)c2)N2C(=O)C(C)SC2=N1 (stereo unspecified) | 0.92 | 2 | 23 | 10
CCOC(=O)C1CCCN(c2c(Nc3cccc(C)c3)c(=O)c2=O)C1 (stereo unspecified) | 1 | -1 | -27 | 2
CCC1CCCCN1C(=O)c1cc2cc(Br)ccc2oc1=O (stereo unspecified) | 0.97 | -9 | 5 | 4
Cc1nc2ccc(CCO)cc2s1 | 0.97 | -6 | 18 | 11
Cn1ncc(Cl)c1C(=O)Nc1cccnc1 | 1.1 | 0 | -7 | 11
COc1ccc(CN2C(=O)C3C4C=CC(C4)C3C2=O)cc1 (stereo unspecified) | 1 | 3 | -9 | 8
O=C1C2CCCN2C(c2ccccc2F)N1c1ccc(Cl)cc1 (stereo unspecified) | 1.1 | -1 | -7 | 16
C=CCn1c(SCC(=O)c2cc(C)n(C(C)COC)c2C)nc2sc(C)c(C)c2c1=O (stereo unspecified) | 1.1 | -2 | -8 | 8
CSC1=NCCN1C(=O)Cc1ccc(Cl)cc1 | 1 | -3 | -5 | 8
CC(O)COc1ccc(/C(=N/O)c2ccccc2)cc1 (stereo unspecified) | 1.1 | -2 | ? | 6
CCCCn1nnc(NC(=O)Cc2ccc(Cl)cc2)n1 | 0.9 | 6 | -24 | 13
O=C(NC1CCCCCC1)C1c2ccccc2C(=O)N1Cc1ccco1 (stereo unspecified) | 0.97 | -1 | 13 | 10
COC(=O)c1cnn(-c2ccc(C)c(C)c2)c1-n1cccc1 | 1.1 | ? | ? | 6
Cc1nc2sccn2c1-c1csc(NCc2ccccc2)n1 | 1.3 | -6 | -4 | 10
CCS(=O)(=O)NCC(c1cccnc1)N1CCN(c2ccccc2F)CC1 (stereo unspecified) | 1 | 0 | 17 | 5
COc1ccc(CCNC(=O)C2CCCN(c3nn4c(=O)cc(C)nc4s3)C2)cc1OC (stereo unspecified) | 0.99 | 3 | -18 | 8
CCc1c(O)nc(SCC(=O)NCc2ccco2)[nH]c1=O | 1 | -4 | -1 | 4
CCCCN1C[C@H](O)[C@@H](O)[C@H](O)[C@H]1CO | 1 | -4 | -12 | 4
SMILES | Autofluor Jurkat | VLA-4 allo ag | VLA-4 antagonist | LNCaP diff act
CC(=O)[C@H]1CC[C@H]2[C@@H]3CCC4=CC(=O)CC[C@]4(C)[C@H]3[C@H](O)C[C@]12C | 1 | 0 | -15 | 12
Cc1ccc(-n2nc(C(=O)N3CCN(C)CC3)c3c4ccccc4n(C)c3c2=O)cc1 | 1 | 1 | -7 | 10
COc1ccc(C(=O)N2CC(=O)N(CCc3ccccc3)C(=O)C2)cc1OC | 1.1 | -2 | -9 | 6
COc1cc2c(cc1OC)-c1cc(OCc3cccnc3)nc(=O)n1CC2 | 0.93 | -6 | -12 | 7
O=C(CSc1ccc2nnc(-c3cccc(F)c3)n2n1)NCC1CCCO1 (stereo unspecified) | 1.1 | -3 | -22 | 6
CCOc1ccc(C2C3=C(CCCC3=O)Nc3nc(C(F)(F)F)nn32)cc1OC (stereo unspecified) | 1.2 | 1 | 17 | 10
CCC(=O)N1CCCc2cc(S(=O)(=O)N3CCN(c4ccccn4)CC3)ccc21 | 1.1 | ? | ? | 12
Cc1ccc(Cl)cc1N1CCN(Cc2nc3c(c(=O)[nH]c(=O)n3C)n2CCc2ccccc2)CC1 | 1.2 | -9 | 2 | 12
CCCCOCCCNC(=O)c1ccccc1OCC | 1.1 | -2 | -14 | 10
Cc1cc(C)nc(NS(=O)(=O)c2cccs2)c1 | 0.98 | 1 | 0 | 9
COC(=O)CCC(=O)Nc1ccc(S(=O)(=O)N2CCCCCC2)cc1 | 1 | -2 | -6 | 6
Cn1c(=O)[nH]c(=O)c2c1nc(CN1CCN(c3ccc(F)cc3)CC1)n2CCCc1ccccc1 | 1.3 | ? | ? | 5
COC(=O)C1=C(NC(=O)c2ccc(C)c(C)c2)CCS1 | 1 | -4 | 22 | 24
C=CCn1c(SCC(=O)Nc2ccccc2OC)nnc1-c1ccco1 | 1 | -1 | -10 | 8
Cc1noc(C)c1S(=O)(=O)NCc1ccc2c(c1)OCO2 | 1.1 | -2 | 10 | 2
CCOc1cccc(Oc2ccc(C(F)(F)F)cn2)c1 | 0.92 | 3 | -16 | 1
CC1C(c2ccccc2)N(C)CCC12NC(=O)NC2=O (stereo unspecified) | 1.1 | 2 | -14 | 3
CCNc1oc(COc2ccccc2F)nc1C#N | 0.93 | 1 | -10 | 22
COc1ccc(S(=O)(=O)N2CCC(C(N)=O)(N3CCCCC3)CC2)cc1 | 0.95 | -2 | 12 | 15
CCOC(=O)N1CCN(C(=O)CSc2nnc(C3COc4ccccc4O3)o2)CC1 (stereo unspecified) | 1.1 | 3 | -8 | 4
O=[n+]1c2c(n([O-])c3cc(F)c(N4CCCC4)cc31)CCCC2 | 1.1 | 1 | -13 | 6
Cc1ccc2c(c1)NC(=O)C(CC(=O)NCCN(CC(C)C)CC(C)C)O2 (stereo unspecified) | 1 | -23 | -10 | 5
Cc1sc2ncnc(Oc3ccc(-n4ccnc4)cc3)c2c1C | 1.1 | -2 | -10 | 9
Cc1c2cnn(-c3ccccc3)c(=O)c2c(C)n1CCCC(=O)N1CCN(C)CC1 | 1.4 | ? | 0 | 11
COc1cc(OC)cc(C(C)=O)c1 | 0.91 | -6 | 8 | 7
SMILES | Autofluor Jurkat | VLA-4 allo ag | VLA-4 antagonist | LNCaP diff act
CC1=C(C(N)=O)C(c2ccc3c(c2)OCO3)n2nc(-c3cccc(C)c3)nc2N1 (stereo unspecified) | 1.1 | ? | ? | 4
Cc1csc(NC(=O)c2cc3c(s2)-c2ccccc2OC3)n1 | 1.1 | 5 | -10 | 10
COc1ccc(N2CCN(CCNS(=O)(=O)c3cccc4nsnc34)CC2)cc1 | 1 | -2 | -6 | 7
CCN(CC)S(=O)(=O)c1ccc(C(=O)NCc2nnc(SCC(=O)OC)n2C)cc1 | 0.85 | 6 | -41 | 17
CCOC(=O)N1CCN(C(=O)CSc2nc(-c3cccc(C)c3)ns2)CC1 | 1.1 | -4 | 14 | 13
CCCn1c(C(O)c2ccc(OCC)cc2)nc2ccccc21 (stereo unspecified) | 1 | ? | ? | 7
O=c1c2ccccc2c(/C=N/n2cnnc2)c(O)n1-c1ccccc1 | 1.1 | 4 | -22 | 12
Fc1ccc(Cn2nnc(-c3ccc(CN4CCOCC4)cc3)n2)cc1 | 1.1 | 6 | -14 | 5
Cc1c(NC(=O)CCCCCN2C(=O)C3C4C=CC(C4)C3C2=O)c(=O)n(-c2ccccc2)n1C (stereo unspecified) | 0.96 | 4 | -5 | 8
